MKP-3 inhibition – MKP-3 phosphatase inhibitors, primary screen, biochemical, rat enzyme, in vitro (AID 425). recombinant MKP-3 phosphatase activity, fluorescence; higher % means a stronger effect. inhibition, % at 20 µM, or IC50 in µM where a hit was titrated. Dual specificity protein phosphatase 6 (Rattus norvegicus). actives 0.17% (n = 110,000); in the data active = inhibition above about 50%;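 also: plate controls were vehicle for no effect and reference inhibitor for full effect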
Hsp70 displacement – Hsp70 inhibitors, probe displacement, primary screen, biochemical, fluorescence polarization (AID 583). Heat shock 70 kDa protein 1A (Homo sapiens). Hsp70 fluorescence polarization probe displacement, mP; higher % means a stronger effect. displacement, % at 20 µM; hits with a dose series show IC50 in µM. actives 0.06% (n = 140,000); in the data active = displacement above about 50%;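 also: plate controls were vehicle for no effect and reference ligand for full effect; a part of the inactive calls stands beside numbers as strong as those of hits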
Active calls of the source: *; / = not tested or not shown.

Hsp70 displacement	MKP-3 inhibition	Structure
2.1%	0%	COC(=O)C1=NN(C(=O)c2ccccc2)C(O)(c2ccc([N+](=O)[O-])cc2)C1 (stereo not drawn)
1.5%	4%	CCOc1ccc(N2C(=O)NC(=O)/C(=C/c3ccc(-c4ccccc4[N+](=O)[O-])o3)C2=O)cc1
0.4%	/	COc1ccc(S(=O)(=O)NC(C)C(=O)Nc2ccccc2C(F)(F)F)cc1 (stereo not drawn)
6.6%	0%	O=C(Nc1ccc(S(=O)(=O)Nc2ncccn2)cc1)c1cccnc1
7.2%	-4%	O=C(CCNS(=O)(=O)c1cccs1)N1CCc2ccccc2C1
22%	-2%	N#CC1=C(N)C(C#N)(C#N)C(c2cccnc2)C2CCCC=C12 (stereo not drawn)
-0.6%	-4%	c1ccc(OCc2nn3c(C4CCCCC4)nnc3s2)cc1
-0.6%	6%	Cc1[nH]c(=S)c(C#N)c(-c2cccs2)c1C(=O)Nc1ccccc1
1.7%	/	CC(CCc1ccccc1)NC(=O)c1ccco1 (stereo not drawn)
0.8%	-2%	COc1ccc(Cl)cc1NC(=O)c1nc2nc(C)cc(C(F)F)n2n1
-2.2%	5%	CC(=O)OCCNC(=O)/C(=C\c1ccc(Cl)cc1)NC(=O)c1ccccc1
10%	/	CCN(CC(O)Cn1c2ccccc2c2ccccc21)S(=O)(=O)c1ccc(F)cc1 (stereo not drawn)
-0.5%	/	Cc1c(NC(=O)c2cc3ccccc3o2)c(=O)n(-c2ccccc2)n1C
9.2%	-2%	Cc1cccc(OCC(=O)Nc2ccc3c(c2)nc(CCN2CCN(C)CC2)n3C)c1
3.3%	0%	CC(C)(C)NC(=O)CN(c1ccc(Br)cc1)S(C)(=O)=O
0.4%	0%	Cc1ccc(C)c(S(=O)(=O)Nc2ccc(C)c(C)c2)c1
1.8%	4%	COc1cc(-c2cc(C(=O)O)c3c(OC)c(OC)c(OC)cc3n2)ccc1O
8.4%	4%	CN1C(=O)/C(=C2\SC(=Nc3ccc(F)cc3)NC2=O)c2ccccc21
1.1%	-1%	CCn1c(=O)cc(OCC(=O)NCc2cccnc2)c2ccccc21
3.3%	-14%	CCOc1ccccc1NC(=O)N1CCC(c2nc3ccc(C)cc3[nH]2)CC1
-2.2%	-4%	CC(NC(=O)CSc1nnc(COc2ccccc2)o1)c1ccccc1 (stereo not drawn)
-1.0%	/	COc1ccc(/C=C/c2ccncc2)cc1
-63%	/	COC(=O)c1cc(NC(=O)c2cccc(C(F)(F)F)c2)c(=O)oc1C/C=N/OCc1cccc(Cl)c1Cl
0.7%	0%	CC1=C(C(=O)OCCc2ccccc2)C(c2ccsc2)C2=C(CC(C)(C)CC2=O)N1 (stereo not drawn)
0.6%	28%	CC(C)NC(=O)CCCn1c(=S)[nH]c2cc3c(cc2c1=O)OCO3
6.8%	-5%	CC(=O)Nc1ccc(S(=O)(=O)N2CCC(N(C)CCC(C)C)CC2)cc1
-0.7%	-6%	Cc1nn(-c2ccc(Cl)cc2)c2sc(C(=O)N3CCN(c4ccccn4)CC3)cc12
-2.1%	3%	COc1ccccc1NC(=O)CCc1c(C)[nH]c(=O)c(C#N)c1C
-0.4%	-7%	NC/C(=N\O)c1ccc(Cl)cc1Cl
-3.2%	-3%	COc1ccc(C(NC(=O)c2ccccc2F)c2ccc(OC)cc2)cc1
-3.9%	5%	COC(=O)C1=C(C)N(C)C(C)=C(C(=O)OC)C1c1ccccc1OC
2.3%	1%	CCn1c(SCC(=O)N2CCN(S(=O)(=O)c3ccccc3)CC2)nnc1-c1cccs1
1.1%	/	COC(=O)c1sccc1NC(=O)c1ccc(Br)s1
-0.2%	-2%	C=CCN1C(=O)/C(=C\c2ccc(OS(=O)(=O)c3ccccc3)c(OC)c2)SC1=S
-2.6%	3%	Cc1ccc(OCCOCCOc2ccc(Br)cc2/C=N\n2cnnc2)cc1
-3.8%	-9%	COc1ccc2c(c1OC)C(=O)OC2Nc1ccccn1 (stereo not drawn)
6.0%	/	Cc1cc(C)nc(Sc2ncnc3sc4c(c23)CCC4)n1
-5.1%	-3%	Cc1c(N(C)C(=O)C23CC4CC(CC(C4)C2)C3)c(=O)n(-c2ccccc2)n1C
8.6%	-4%	COC(=O)c1ccc(C(=O)OC)c(NC(=O)CN2CCN(c3ccccc3)CC2)c1
1.2%	2%	Cc1nc2ccc(NC(=S)NCCCO)cc2nc1C

Some of the entries so far, bar-delimited:
Compound | Hsp70 displacement | MKP-3 inhibition
CCOc1ccccc1NC(=O)N1CCC(c2nc3ccc(C)cc3[nH]2)CC1 | 3.3% | -14%
Cc1ccc(C)c(S(=O)(=O)Nc2ccc(C)c(C)c2)c1 | 0.4% | 0%

Remaining list, next part:
Hsp70 displacement	MKP-3 inhibition	Structure
-1.7%	0%	O=S(=O)(c1ccc2nc(COc3ccc(Cl)cc3Cl)[nH]c2c1)N1CCOCC1
1.4%	-1%	N#Cc1c2n(c(=O)[nH]c1=O)CCCCC2
-7.4%	-5%	O=S(=O)(c1cccc(C(F)(F)F)c1)N1CCN(c2nnnn2-c2ccccc2)CC1
0.4%	-1%	CCOC(=O)c1sc(NC(=O)CCc2ccccc2)nc1C
3.2%	-2%	O=C(CNS(=O)(=O)c1ccccc1)N1CCN(c2ccccc2)CC1
-3.1%	-9%	CCN(CC)CC(=O)Nc1cc(C)c2c(=O)oc3ccccc3c2n1
3.8%	-9%	Cc1nc2ccc(S(=O)(=O)NCC(=O)N3CCc4ccccc43)cc2s1
1.1%	-3%	COc1ccc(OC)c(NC(=O)CN(c2ccc(OC)cc2OC)S(C)(=O)=O)c1
-1.4%	-6%	CC(C)=C1C2C=CC1C(C(=O)Nc1cccc(C)c1)C2C(=O)O (stereo not drawn)
5.0%	-6%	Cc1ccccc1-c1nc(CN2CCC(C(=O)O)CC2)c(C)o1
-0.1%	0%	COc1ccc(-n2c(/C=C/c3c(C)n(C)c4ccc(OC)cc34)nc3ccccc3c2=O)cc1
/	-11%	O=C1CCCc2c1cc(C(=O)NC1CCSC1=O)c(=O)n2-c1ccccc1 (stereo not drawn)
-1.9%	1%	O=C(c1ccc(S(=O)(=O)N2CCCCCC2)cc1)N1CCN(c2ccccc2)CC1
-5.8%	-2%	CC(=O)Nc1cc(-c2ccccc2)ccc1O
2.3%	/	COc1ccc(C)cc1NC(=O)C(C)N(c1ccc(C)cc1)S(C)(=O)=O (stereo not drawn)
-5.5%	2%	CNC(=S)N(CCc1ccc(OC)c(OC)c1)C1CC(=O)N(c2ccccc2)C1=O (stereo not drawn)
-1.3%	3%	CCOC(=O)c1c(C)c(C(=O)NC2CCCCC2)c(C)n1CC
/	1%	O=C(NCc1n[nH]c(=S)n1-c1ccccc1)c1ccco1
-2.7%	-6%	Cc1cc(=O)oc(C)c1C(=O)Nc1cnc2ccccc2c1
-6.6%	/	COc1ccc2cc3cc(C(=O)NCc4ccco4)oc3nc2c1
1.0%	-6%	COC(=O)C(C)Sc1nnc2n(-c3cccc(C)c3)c(=O)c3c4c(sc3n12)CCCC4 (stereo not drawn)
/	-5%	Cn1nnnc1SCC1=C(C(=O)O)N2C(=O)[C@@H](NC(=O)[C@H](O)c3ccccc3)[C@H]2SC1
-1.1%	-4%	CCCN(CCC)c1ccc(/C=N/NC(=O)Cc2ccccc2)cc1
2.4%	-18%	CCOC(=O)c1cc(OCC(=O)NC(C)C(C)C)cc(C(=O)OCC)c1 (stereo not drawn)
4.6%	0%	CCOc1cc(C=C2C(=O)NC(=O)NC2=O)ccc1OCc1ccccc1
-1.9%	2%	CCOc1ccc(C(=O)Nc2ccc(-c3nc4ccccc4s3)c(O)c2)cc1Cl
-0.8%	-2%	CCOc1ccc2[nH]c(=O)c(CN(CCO)C(=O)c3ccc(F)cc3)cc2c1
3.7%	-5%	COc1ccc(-c2cc(C(F)(F)F)nc(NC3CCCC3)n2)cc1OC
-2.4%	-3%	Cc1cnc(NC(=O)c2ccc3c(c2)C(=O)N(Cc2ccco2)C3=O)s1
-0.5%	/	CC(C)(C)C(=O)Nc1cccc(-c2nnc(-c3cccc(NC(=O)C(C)(C)C)c3)o2)c1
-1.9%	8%	Cn1nc(C(=O)N2CCCC2)c2ccccc2c1=O
3.0%	4%	Cc1cc(=O)oc2cc(OC/C(=N\O)c3ccc(Cl)cc3)c(Cl)cc12
3.0%	1%	O=C(COc1cccc(Cl)c1)Nc1ccc(OCc2ccccc2)cc1
5.1%	-2%	CCn1c(COc2ccccc2C)nnc1SCC(=O)Nc1cc(C)on1
-1.6%	-7%	O=C(O)c1cccc(S(=O)(=O)N2CCCC2)c1
-0.8%	8%	Nc1ccccc1SC1=C([N+](=O)[O-])CS(=O)(=O)C1
1.0%	-21%	O=C(O)CSc1nnc(-c2ccco2)o1
-1.3%	5%	Cc1ccccc1NS(=O)(=O)c1ccc(OCC(=O)NCc2ccco2)cc1
-4.7%	-12%	COP(=O)(/C=C/c1ccccc1)C(O)c1ccc(F)cc1 (stereo not drawn)
4.6%	-7%	O=C(CN1CCCC1)Nc1ccc(-c2nc3cc(NC(=O)CN4CCCC4)ccc3o2)cc1

Fetched by structure from the entries so far:
Hsp70 displacement	MKP-3 inhibition	Structure
1.0%	-6%	COC(=O)C(C)Sc1nnc2n(-c3cccc(C)c3)c(=O)c3c4c(sc3n12)CCCC4 (stereo not drawn)
-1.6%	-7%	O=C(O)c1cccc(S(=O)(=O)N2CCCC2)c1

Returning to the listing, repeating the 2 entries before the break.
Hsp70 displacement	MKP-3 inhibition	Structure
-4.7%	-12%	COP(=O)(/C=C/c1ccccc1)C(O)c1ccc(F)cc1 (stereo not drawn)
4.6%	-7%	O=C(CN1CCCC1)Nc1ccc(-c2nc3cc(NC(=O)CN4CCCC4)ccc3o2)cc1
-3.4%	/	COCCn1c(-c2ccc(OC)cc2)nc2ccccc21
5.0%	/	Nc1[nH]n(-c2ccccc2)c(=O)c1N=Nc1ccccc1[N+](=O)[O-]
-6.0%	-4%	CN1CCN(C(=O)c2ccccc2NC(=O)CN2C(=O)c3ccccc3C2=O)CC1
0.8%	/	O=C(Oc1cc(-c2ccccc2)no1)c1cccc(C(F)(F)F)c1
3.3%	0%	O=C(COc1ccc(Cl)cc1)Oc1ccc2c(c1)oc(=O)c1ccccc12
-0.9%	2%	CC(=O)Nc1ccccc1NC(=O)COc1ccccc1
-0.6%	3%	O=C(NC(=S)Nc1cccc(-c2nc3cc(Cl)ccc3o2)c1)c1ccco1
-1.3%	4%	CCOC(=O)c1ccc(NC(=O)C(CC)Oc2ccccc2)cc1 (stereo not drawn)
0.2%	/	Cc1c(C(=O)N2CCCCCC2)nnn1-c1nonc1N
0.2%	2%	CCCNC(=O)c1sc2ccccc2c1Cl
-3.5%	-1%	COc1ccc(CNC(=O)C(=O)Nc2ccc([N+](=O)[O-])cc2)cc1
-3.0%	5%	Cc1cc(OCC(=O)Nc2ccc(Cl)cn2)ccc1Br
7.5%	-4%	CCN1CCN(C(=O)c2cn(CC)c3ccc(S(=O)(=O)N(C)C)cc3c2=O)CC1
3.9%	3%	O=C(/C=C/c1ccccc1Cl)Nc1ccc([N+](=O)[O-])cc1
1.9%	3%	COc1cc(/C=N/N2CCN(Cc3ccc(Cl)cc3)CC2)cc(OC)c1OC(C)=O
-35%	-12%	CCOc1ccc(Cl)cc1S(=O)(=O)n1nnc2ccccc21
12%	-6%	Cc1nnc(SCC(=O)Nc2ccc(N3CCOCC3)cc2)o1
-1.1%	2%	CC(C)NC(=O)COc1ccc(C=C2C(=O)NC(=O)NC2=O)cc1
4.3%	/	CCn1c(Cc2ccc(OC)cc2)nnc1SCC(=O)N1CCN(c2ccccc2)CC1
-2.1%	/	Cc1c(C(=O)NCC2COc3ccccc3O2)oc2ccc(S(=O)(=O)N3CC(C)CC(C)C3)cc12 (stereo not drawn)
-3.7%	4%	COc1ccc(CCNC(=O)/C=C/c2cc(OC)ccc2OC)cc1
3.1%	-11%	CC(C)[C@H](NC(=O)Nc1ccc(S(N)(=O)=O)cc1)C(=O)O
-2.2%	1%	N/C(=N\OC(=O)c1ccc2ccccc2c1)c1cccc([N+](=O)[O-])c1
-1.9%	/	O=C(Nn1c(=O)[nH]c2ccccc2c1=O)c1ccco1
-2.3%	/	O=C(COC(=O)c1ccc2ccccc2n1)Nc1ncc(C(F)(F)F)cc1Cl
0.7%	/	Cn1c(=N)n(CC(O)c2ccccc2)c2ccccc21 (stereo not drawn)
3.4%	2%	C=CCOC(=O)C1=C(C)NC(C)=C(C(=O)OCC=C)C1c1cccc([N+](=O)[O-])c1
0.7%	2%	O=C1S/C(=C\c2ccccc2[N+](=O)[O-])C(=O)N1Cc1ccccc1
5.0%	-4%	Cc1cc(C)c2cc(C#N)c(N3CCCC3)nc2c1
-1.4%	/	COc1ccc(C(=O)NC(CC(C)C)C(=O)O)cc1OC (stereo not drawn)
6.5%	-1%	CCOc1cc(-c2c(C#N)c(N)nc3c2CCCC3)ccc1O
0.7%	-8%	CCOC(=O)c1sc(NCC2CCCO2)nc1C (stereo not drawn)
18%	-3%	Cc1ccccc1Cn1cc(/C=N/n2cnnc2)c2ccccc21

Reformatted with tabs: entries from further up
structure	Hsp70 displacement	MKP-3 inhibition
Cc1nc2ccc(NC(=S)NCCCO)cc2nc1C	1.2%	2%
CCn1c(SCC(=O)N2CCN(S(=O)(=O)c3ccccc3)CC2)nnc1-c1cccs1	2.3%	1%

Screening results from PubChem.

This is a subset; rates above refer to the full screens.
